Bioassay records: PubChem, National Center for Advancing Translational Sciences (NCATS)
TGFb SMAD3 inh – qHTS for Inhibitors of TGF-b; HepG2 CAGA-GFP TGF-b/SMAD3 reporter, GFP fluorescence, 18 h; TGF-beta stimulated, 500 pg/mL final; Potency, µM (highest dose often 46.1 µM), inactives show at the highest dose activity, negative = inhibition, usual class: inhibitors; 1.2% of 410,000 active; further: potency means the concentration at half of the fitted maximal effect; on the % scale 0 is the no-effect control and ±100 the full control effect; nearly all actives have a fitted effect of over 65% in size
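HEPG2 CAGA-GFP reporter cells (1000/well, DMEM with 1% FBS) received compounds, then recombinant TGF-beta at 500 pg/mL final for 18 hours at 37 degrees C. Per-cell GFP summed per well was normalised to unstimulated and stimulated DMSO controls before curve fitting.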
A549 tox – Nrf2 qHTS screen for inhibitors: counterscreen for cytotoxicity; A549 ARE-Fluc cells, CellTiter-Fluor viability, 18-24 h; Potency, µM (highest dose often 46 µM), for inactives: at the top dose activity change, negative = cytotoxicity, actives largely listed as inhibitors; 0.16% of 390,000 active; AID 504648, 2011; further: potency means the concentration at half of the fitted maximal effect; on the % scale 0 is the no-effect control and ±100 the full control effect
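Cytotoxicity counterscreen: CellTiter-Fluor fluorescence was measured in A549 ARE_Fluc cells after 18-24 h of compound exposure in a concentration series. The subsequent BugLite luminescent read reports ARE-luciferase activity.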
HepG2 tox – qHTS for Inhibitors of TGF-b: Cytotox Counterscreen; Potency, µM (doses to about 46.1 µM), without a hit: top-dose activity change, negative = cytotoxicity, most hits filed as cytotoxic; 0.76% of 410,000 active; AID 588856, 2011; HepG2 CAGA-GFP viability, ATP luminescence, 18 h; further: potency means the concentration at half of the fitted maximal effect; some results filed as inactive show a strong effect at the top dose
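HepG2 CAGA-GFP cells (1000/well, DMEM with 1% FBS) received compound, then TGF-beta at 500 pg/mL final, and were incubated 18 hours at 37 degrees C. Viability was read by CellTiter-Glo luminescence. Media-only wells were set as complete cell-killing and DMSO as no toxicity.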
ATXN viability – Viability Counterscreen for Primary qHTS for Inhibitors of ATXN expression; AID 651635, 2014; Potency, µM (series often up to 56.7 µM), most hits filed as cytotoxic; S2 cells (HEK-293 line with an ATXN2-luciferase reporter) viability, CellTiter-Fluor protease fluorescence, 24 h; 0.49% of 400,000 active; further: potency means the concentration at half of the fitted maximal effect; nearly all actives have a fitted effect of over 40% in size
Nrf2 ARE act – qHTS of Nrf2 Activators; AREc32 ARE-luciferase reporter (MCF7-derived line), luminescence, 24 h; Potency, µM (titrated, usually from 46.1 µM), for inactives: at the highest dose activation, actives largely listed as activators; 0.31% of 410,000 active; further: potency means the concentration at half of the fitted maximal effect; % of control where 0% means no effect; nearly all actives have a fitted effect of over 65% in size
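Each well held 1000 AREc32 cells, which were incubated with compound for 24 hr at 37 deg C after overnight attachment, and ARE reporter activity was quantified by firefly luciferase luminescence.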
EPAC2 agonist – qHTS for Agonist of cAMP-regulated guanine nucleotide exchange factor 4 (EPAC2): primary screen. Rap guanine nucleotide exchange factor 4 (Homo sapiens), Q8WZA2. EPAC2 activation, biochemical qHTS; response scale: 100% = 6.5 mM cAMP response. Potency, µM (highest dose often 154 µM), for inactives: at the highest dose activation, hits mostly activators. 0.079% of 360,000 active; further: potency means the concentration at half of the fitted maximal effect; nearly all actives have a fitted effect of over 50% in size
Target sequence (Q8WZA2 whole entry, looked up): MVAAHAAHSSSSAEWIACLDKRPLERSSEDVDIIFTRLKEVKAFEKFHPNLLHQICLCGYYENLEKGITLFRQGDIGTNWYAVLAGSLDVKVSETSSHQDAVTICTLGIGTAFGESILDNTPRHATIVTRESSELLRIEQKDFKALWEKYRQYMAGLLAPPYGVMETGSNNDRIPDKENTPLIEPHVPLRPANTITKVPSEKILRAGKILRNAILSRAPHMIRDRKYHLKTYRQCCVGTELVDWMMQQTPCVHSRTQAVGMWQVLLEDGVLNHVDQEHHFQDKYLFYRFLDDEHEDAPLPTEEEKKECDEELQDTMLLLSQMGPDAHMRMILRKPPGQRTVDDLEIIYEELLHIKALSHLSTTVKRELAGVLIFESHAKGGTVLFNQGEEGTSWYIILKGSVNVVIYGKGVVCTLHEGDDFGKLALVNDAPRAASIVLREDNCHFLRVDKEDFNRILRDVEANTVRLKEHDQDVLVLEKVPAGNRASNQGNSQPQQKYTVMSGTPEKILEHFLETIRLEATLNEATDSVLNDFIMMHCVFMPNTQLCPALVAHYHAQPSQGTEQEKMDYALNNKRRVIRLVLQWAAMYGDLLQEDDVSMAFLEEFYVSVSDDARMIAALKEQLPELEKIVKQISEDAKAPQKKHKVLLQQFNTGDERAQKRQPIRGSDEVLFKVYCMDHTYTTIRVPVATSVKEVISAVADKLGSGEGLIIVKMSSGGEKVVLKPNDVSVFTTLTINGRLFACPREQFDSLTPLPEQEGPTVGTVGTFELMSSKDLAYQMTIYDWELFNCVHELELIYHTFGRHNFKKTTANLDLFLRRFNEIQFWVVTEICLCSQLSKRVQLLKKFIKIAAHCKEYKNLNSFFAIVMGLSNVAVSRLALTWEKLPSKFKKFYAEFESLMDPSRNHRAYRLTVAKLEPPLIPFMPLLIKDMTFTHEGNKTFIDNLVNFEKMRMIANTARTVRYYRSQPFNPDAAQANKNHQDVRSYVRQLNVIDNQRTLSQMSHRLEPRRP
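Fluorescence exchange assay: 100 nM EPAC2 with 250 nM RAP1B-BODIPY-GDP and 50 uM GDP; compounds tested as a concentration-titration series (qHTS). Loss of Rap1-bound BODIPY-GDP fluorescence read at 480/540 nm; data normalized to 6.5 mM cAMP.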
Nrf2 inh – Nrf2 qHTS screen for inhibitors. A549 ARE-Fluc reporter, luciferase luminescence, 18-24 h. Potency, µM (highest dose often 46 µM), for the others: at the highest dose activity change, negative = inhibition, most hits filed as inhibitors. AID 504444, 2011. 2.1% of 360,000 active; further: potency means the concentration at half of the fitted maximal effect; on the % scale 0 is the no-effect control and ±100 the full control effect; nearly all actives have a fitted effect of over 60% in size
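Concentration-response testing used A549 ARE_Fluc cells at 5000 cells/well. Following an 18-24 h compound incubation, viability was read by fluorescence (Ex 405/Em 525) and luciferase output by luminescence.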
ATXN2 expr inh – Primary qHTS for Inhibitors of ATXN expression | HEK-293 ATXN2-luciferase reporter, luminescence, 24 h | Potency, µM (titrated, usually from 57 µM), for inactives: at the top dose activity change, negative = inhibition, hits mostly inhibitors | 0.72% of 360,000 active | AID 1745845, 2022; further: potency means the concentration at half of the fitted maximal effect; on the % scale 0 is the no-effect control and ±100 the full control effect; nearly all actives have a fitted effect of over 55% in size
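ATXN2-luciferase reporter cells (luciferase flanked by upstream and downstream ATXN2 gene portions) were treated 24 h at 37 °C with compounds at up to 57 uM. SteadyGlo luminescence gave expression; GF-AFC fluorescence gave viability.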
IL2 activator – qHTS of IL-2 Activators | IL-2 activation reporter assay, cell-based qHTS; stimulated with anti-CD3/CD4/CD28 beads; in transgenic mouse T cells | activation, % (series mostly up to about 46 µM) | 0.065% of 360,000 active; in the data active means activation above about 50%; inconclusive means mostly about 30% to 49%; further: 0% is about no effect
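EGFP and DsRed fluorescence is measured by plate cytometry in unstimulated transgenic mouse T cells exposed to compound for 60 minutes, then stimulated 18 hours at 37 degrees C with anti-CD3/anti-CD4 beads plus anti-CD28.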
Active calls of the source: *; i = inactive; ? = inconclusive; . = no result given; [ ] = remark or other dose. Unless noted, the call rests on the fitted dose curve; in most records, active means well fitted curve in the direction sought with a large enough effect; inconclusive means small, poorly fitted or top-dose-only effect, or another doubt; inactive means no such curve, though single readings can be large; an effect the other way counts as inactive or inconclusive. Compounds as they come. About 4.3% of those tested had a hit in this group.

SMILES	TGFb SMAD3 inh	A549 tox	HepG2 tox	ATXN viability	Nrf2 ARE act	EPAC2 agonist	Nrf2 inh	ATXN2 expr inh	IL2 activator
CCOc1ccccc1NC(=O)c1cn(C2CCCC2)c(=O)c2c1c1ccccc1n2C	21%	-1%	4%	.	-0.8%	.	17%	.	.
CCc1ccccc1NC(=O)Cn1nc(C(F)(F)F)cc1C1CC1	4%	5%	-11%	i	-1.9%	-4%	.	-13%	-1.3
CCc1ccc(-c2nn(CC(=O)Nc3ccccc3)c3c2cnc2ccc(F)cc23)cc1	21%	-3%	5%	i	5.2%	.	?	7%	.
CCc1cccc(C)c1NC(=O)Cn1nc(C)c2nn(-c3ccc(Cl)cc3)c(C)c2c1=O	?	-1%	-13%	.	3.5%	.	.	.	.
O=C(Nc1cccc(Cl)c1)Nc1sccc1-c1nc2ccccc2s1	-28%	0%	0%	.	5.5%	11%	-9%	-6%	-0.8
COc1ccc(-c2cc(C(=O)Nc3cc(C)ccc3O)no2)cc1	6%	-2%	3%	i	-0.4%	9%	5%	61%[activator]	-3.6
COc1cccc(-n2cnc3cccc(N)c32)c1	?	0%	3%	i	0.8%	16%	?	4%	-1.0
O=C(c1ccc2snnc2c1)N1CCOCC1	0%	-5%	1%	i	0.3%	5%	1%	-16%	1.5
COc1ccc(NC(=O)CSC2CC(=O)N(c3ccc4c(c3)OCCO4)C2=O)cc1 (centres undefined)	-11%	-2%	-2%	i	2.6%	3%	16%	6%	-1.1
Cc1ccc(S(=O)(=O)Nc2nc(C)c(C(=O)Nc3ccccc3)s2)cc1	-12%	0%	-5%	i	-0.5%	-2%	0%	.	2.6
O=C(O)c1cccc(S(=O)(=O)Nc2ccccc2-c2ccccc2)c1	-16%	0%	2%	i	0.4%	-7%	4%	.	-1.8
N#CC1=C(N)N(c2ccccc2)C2=C(C(=O)CCC2)C1c1ccccc1 (centres undefined)	0%	-7%	-33%	i	11%	5%	-27%	9%	0.5
COc1cc(OC)cc(-c2nc(SCC(=O)Nc3ccccc3F)n[nH]2)c1	-27%	-7%	-28%	i	-0.8%	4%	2%	-11%	-4.1
COc1ccc(CCNC(=S)Nc2cccc3ccccc23)cc1	?	5%	-19%	i	3.1%	2%	2%	29%	-0.1
CCCCCC1CC(COc2ccccc2)OC1=O (centres undefined)	0%	-2%	-12%	i	2.6%	9%	-7%	3%	0.5
COc1cc2c(cc1OC)C(c1ccccc1)N(C(=O)CSCC(=O)O)CC2 (centres undefined)	27%	-3%	3%	i	0.4%	9%	-3%	4%	-0.5
O=S(=O)(c1ccc2oc(=S)[nH]c2c1)N1CCCCC1	0%	-9%	26%	i	-0.3%	8%	-9%	.	0.0
CCOC(=O)C1CCN(C(=O)CCC(=O)NNc2nc3ccccc3c3nc(C)nn23)CC1	33%	-7%	7%	i	0.2%	-4%	8%	.	-0.6
O=C(NNC(=O)c1ccc2ncccc2c1)c1ccc(Cl)cc1	-5%	3%	-31%	i	-0.4%	-5%	6%	27%	0.3
CC(C)C[C@H](NC(=O)c1nc[nH]c1C(=O)N1CCNCC1)C(=O)OCc1ccccc1	-26%	8%	4%	i	-0.3%	0%	7%	-12%	0.2
C=CCN(c1ccc(C(=O)Nc2ccc3c(c2)OCO3)cc1)S(C)(=O)=O	3%	-5%	-11%	i	-0.2%	2%	-2%	-20%	1.9
Cc1cc(C)cc(NC(=O)C2CCCN(S(=O)(=O)c3cccc4nsnc34)C2)c1 (centres undefined)	-24%	12%	-18%	i	0.2%	.	1%	2%	.
O=S(=O)(Nc1c(Br)cc(Br)c2cccnc12)C1CCCCC1	-12%	10%	-4%	.	.	.	-1%	.	.
O=C(CSc1nnnn1-c1cccc2ccccc12)Nc1ccc(N2CCOCC2)c(Cl)c1	-35%	?	-6%	i	0.2%	17%	-42%	-5%	-0.9
CCOc1ccc(CCNC(=O)COC(=O)C2CCN(S(=O)(=O)c3ccc(C)c(C)c3)CC2)cc1OCC	-9%	-5%	-3%	?	0.2%	-1%	6%	0%	0.4
Cc1nn(C)c(C)c1NC(=O)/C(C#N)=C\N(C)C	-2%	8%	1%	i	-0.4%	7%	2%	-12%	-0.4
O=C(CN1CCOCC1)Nc1nc2ccc(Br)cc2s1	0%	-7%	-4%	.	2.1%	-2%	16%	.	1.5
Cc1ccc(C(=O)O/N=C(\c2ccccc2)c2ccncc2)cc1	10%	-9%	4%	i	-0.9%	11%	?	14%	-0.2
Cc1csc(SCC(=O)N(C)c2c(N)n(Cc3ccccc3)c(=O)[nH]c2=O)n1	2%	16%	-2%	i	-0.6%	6%	16%	-17%	0.1
O=C(NCc1ccc(F)cc1)c1noc2c1CCCCC2	3%	-10%	7%	i	2.2%	2%	5%	33%	-1.2

No new results follow: an excerpt of the list.
SMILES	TGFb SMAD3 inh	A549 tox	HepG2 tox	ATXN viability	Nrf2 ARE act	EPAC2 agonist	Nrf2 inh	ATXN2 expr inh	IL2 activator
CCOc1ccc(CCNC(=O)COC(=O)C2CCN(S(=O)(=O)c3ccc(C)c(C)c3)CC2)cc1OCC	-9%	-5%	-3%	?	0.2%	-1%	6%	0%	0.4
Cc1nn(C)c(C)c1NC(=O)/C(C#N)=C\N(C)C	-2%	8%	1%	i	-0.4%	7%	2%	-12%	-0.4
O=C(CN1CCOCC1)Nc1nc2ccc(Br)cc2s1	0%	-7%	-4%	.	2.1%	-2%	16%	.	1.5
Cc1ccc(C(=O)O/N=C(\c2ccccc2)c2ccncc2)cc1	10%	-9%	4%	i	-0.9%	11%	?	14%	-0.2
Cc1csc(SCC(=O)N(C)c2c(N)n(Cc3ccccc3)c(=O)[nH]c2=O)n1	2%	16%	-2%	i	-0.6%	6%	16%	-17%	0.1

The results go on:
SMILES	TGFb SMAD3 inh	A549 tox	HepG2 tox	ATXN viability	Nrf2 ARE act	EPAC2 agonist	Nrf2 inh	ATXN2 expr inh	IL2 activator
COC(=O)c1scc(C)c1NC(=O)CSc1ccc(Cl)cc1	1%	3%	-33%	.	5.1%	4%	-20%	?	-3.4
CSc1nc(-c2ccccc2)c(C#N)c(=O)n1C	-11%	-6%	-6%	i	0.3%	9%	5%	-17%	-0.2
COC(=O)c1c(NC(=O)c2ccccc2)sc(C(=O)c2ccccc2)c1C	10%	-24%	-8%	i	11%	-84%[inhibitor][15.6 µM]	?	-16%	-0.4
CN1CCC(N2CCN(C3CN(Cc4cn(Cc5ccc(C(F)(F)F)cc5)nn4)S(=O)(=O)C3)CC2)CC1 (centres undefined)	.	.	.	i	0.0%	1%	.	-2%	2.8
CC(=O)Nc1scc(-c2ccccc2)[n+]1-c1ccc(C)cc1	0%	-1%	-18%	i	1.9%	3%	-11%	-14%	-1.0
Cc1cc(C)cc(N(CC(=O)NC2CCCC2)C(=O)CNC(=O)c2ccco2)c1	3%	2%	15%	i	0.2%	-2%	8%	-2%	0.2
CC(=O)C1=C(C)Nc2ncnn2C1c1ccccc1F (centres undefined)	0%	11%	14%	i	0.9%	11%	-26%	3%	-0.2
OCC[C@@H]1C[C@H](O)[C@@H](O)[C@]2(OCc3ccc(CO)cc32)O1	4%	.	-4%	i	0.2%	9%	.	7%	0.3
CC(C)=C(NC(=O)c1ccco1)C(=O)NCCc1nc2ccccc2[nH]1	?	2%	-7%	i	-0.5%	2%	2%	15%	0.7
Cc1cc(-c2nnc(SCC(=O)Nc3cccc(F)c3)n2N)n[nH]1	-2%	0%	1%	i	-0.7%	8%	6%	2%	-2.1
CS(=O)(=O)c1ccc(Cl)c(NC(=O)COC(=O)c2cccc(S(=O)(=O)N3CCCC3)c2)c1	-6%	2%	-11%	i	2.7%	7%	-5%	-4%	0.1
O=C(NCCOCCNC(=O)OCc1ccccc1)OCc1ccccc1	0%	-2%	0%	?	-0.8%	1%	21%	-20%	-0.6
CC1CCCCN1CCCNC(=O)c1ccc(NC(=O)C2=CSCCO2)cc1 (centres undefined)	1%	-2%	-22%	i	0.8%	-2%	6%	.	0.3
O=C(O)CCCN1C(=O)NC2NC(=O)NC21 (centres undefined)	4%	-2%	0%	i	-0.2%	1%	0%	-7%	-0.1
COc1ccccc1N1CCN(S(=O)(=O)c2c(C)sc3ncn(CC(=O)N(C)c4ccc(C(C)C)cc4)c(=O)c23)CC1	-15%	-3%	-21%	i	4.4%	.	-2%[9.27 µM]	-7%	.
O=C(O)c1ccc(NCc2cccnc2)cc1	1%	-4%	4µM*	i	0.2%	-4%	6%	8%	-1.0
NC(=O)Cc1nc2scc(-c3ccc(Cl)cc3)c2c(=O)[nH]1	13%	-5%	-7%	i	0.1%	8%	?	-6%	0.9
COc1ccccc1-n1c(C)nnc1SCC(=O)NCc1ccccc1	-3%	-3%	-2%	i	0.7%	7%	20%	-1%	0.5
O=C(Nc1nc(-c2ccc3c(c2)OCO3)cs1)C1CC1	-23%	-2%	-33%	i	0.1%	20%	13%	74%[activator]	-3.0
Cc1c(C(=O)Nc2cccc(Cl)c2)oc2ccc(S(=O)(=O)N3CCC4(CC3)OCCO4)cc12	1%	-8%	0%	i	-0.4%	-3%	.	-21%	-1.3
Cc1oc2c(c(C)cc3oc(=O)c(CC(=O)N[C@H](C(=O)O)C(C)C)c(C)c32)c1C	-9%	5%	-2%	i	-0.1%	-4%	6%	2%	0.9
CC(C)(C)C(=O)N1CCC(O)(CS(=O)(=O)c2ccc(Cl)c(Cl)c2)CC1	20%	4%	-22%	i	-0.7%	17%	2%	-21%	0.1
O=C(/C=C/c1ccc(OC(F)F)cc1)OCC(=O)N1CCN(C(=O)c2ccco2)CC1	-1%	-2%	-1%	i	3.1%	-3%	5%	-16%	3.7
